Hsp70 activator: transcriptional activators of Hsp70; activation, % at 10 µM; actives 0.04% (n = 200,000); AID 1203; HeLa Hsp70 promoter luciferase reporter, luminescence; scaled: vehicle 0, proteasome-inhibitor control 100%;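 active = activation above the mean across all tested compounds plus 3 SD, cutoff set per campaign, cut at about 5.5% in these data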;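 also: 100% = MG132 at 30 µM as the positive control and 0% = DMSO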
STAT1 act: activators of IFN-gamma induced STAT1 signaling; NIH 3T3 STAT1-luciferase reporter, luminescence; 100% = IFN-gamma alone, no compound; activation (% of control), % at 5.5 µM; actives 2.6% (n = 200,000);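 active = activation above the screen-wide mean activation plus 3 SD, cut at about 130% in these data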;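 also: raw ratio to IFN-gamma control signal so 100% means no change and 0% no light; values of inactives mirror those of a sister screen read the other way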
Efa HMGR inh: E. faecalis class II HMG-CoA reductase inhibition. actives 0.41% (n = 190,000). purified E. faecalis HMGR, NADPH absorbance 340 nm kinetic. AID 1066. inhibition, % at 10 µM;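 active = inhibition above a set limit, the median over all tested compounds plus 3 SD, cut at about 9.5% in these data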;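 also: enzyme runs in reverse so mevalonate oxidation gives rising NADPH absorbance; 0% = complete reaction with DMSO and 100% = background rate lacking mevalonate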
FLuc inh counter: Photinus pyralis luciferase inhibition counter-screen. inhibition, % at 10 µM. AID 1006. actives 1.5% (n = 200,000). ATPLite firefly luciferase biochemical luminescence, 10 min. P08659;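 active = inhibition above about 50% when tested at 10 µM, limit read from the data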
Target sequence (P08659 whole entry, looked up): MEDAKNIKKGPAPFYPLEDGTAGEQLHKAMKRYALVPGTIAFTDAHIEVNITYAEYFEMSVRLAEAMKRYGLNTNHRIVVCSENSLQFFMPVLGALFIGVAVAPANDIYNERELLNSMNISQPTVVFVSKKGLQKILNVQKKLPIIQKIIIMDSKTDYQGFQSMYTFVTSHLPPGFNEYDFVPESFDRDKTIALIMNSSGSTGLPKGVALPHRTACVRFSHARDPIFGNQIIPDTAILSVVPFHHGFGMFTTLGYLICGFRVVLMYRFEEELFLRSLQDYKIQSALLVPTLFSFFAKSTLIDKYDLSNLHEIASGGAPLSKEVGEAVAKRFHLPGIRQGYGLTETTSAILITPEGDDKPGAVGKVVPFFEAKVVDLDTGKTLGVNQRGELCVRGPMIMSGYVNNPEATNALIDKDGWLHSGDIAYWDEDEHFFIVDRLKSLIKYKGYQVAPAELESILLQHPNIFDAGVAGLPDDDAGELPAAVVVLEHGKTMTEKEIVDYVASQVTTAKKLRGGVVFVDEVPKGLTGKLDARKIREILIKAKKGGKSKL
FLuc stim CS: firefly luciferase counter-screen for stimulation assays; activation factor at 10 µM; 200,000 tested, under 10 active; ATPlite luciferase biochemical, luminescence, 10 min; 0 = ATP-free wells, 1 = DMSO control;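 active = luciferase activation factor, scaled between plate controls, of at least 2 with compound at 10 µM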
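Assay system – cell-free luciferase reagent · Medium – PBS-based ATP solution · Dosing – test compounds dosed from 2 mM stocks in 100% DMSO · Timing – 10 min, room temperature · Technique – light output (luminescence) · Measure – luminescence gain marking luciferase activators · Controls – No-ATP low control, compound-free enzyme-plus-ATP high control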
APP 5'UTR act: APP 5'UTR luciferase reporter activation. SH-SY5Y APP 5'UTR luciferase reporter, luminescence; zero percent = DMSO vehicle wells. activation, % at 2 µM. actives 1% (n = 190,000);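 active = activation above a set limit, based on mean plus 3 SD of controls, cut at about 140% in these data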; also: values of inactives mirror those of a sister screen read the other way
APP transl inh: APP translation inhibition; SH-SY5Y APP 5'UTR-luciferase reporter, luminescence; inhibition, % at 2 µM; actives 0.82% (n = 190,000);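 active = inhibition above a set limit, derived from the sample mean plus 3 SD, cut at about 45% in these data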; also: values of inactives mirror those of a sister screen read the other way
NF-kB expr up: raises NF-kB expression in human neuronal cells | NF-kB reporter expression; hits give high values | fold change at 12.5 µM | actives 1.6% (n = 190,000); in the data active = fold change above about 3.3
Redox H2O2 prof: compounds producing H2O2 with reducing agent – biochemical, NIH compound library profiling, artefact control for MLSCN library redox annotation, primary screen. DTT-dependent redox cycling H2O2, phenol red/HRP absorbance; 100% = 100 µM peroxide control, 0% = buffer. activation, % at 10 µM. actives 0.03% (n = 200,000);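 active = activation of at least 50% relative to the plate's high and low controls in the primary single-dose screen; inactive = activation below 50%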;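 also: compound incubated with DTT at 0.8 mM final as the reducing agent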
G6PDH CS: inhibits Leuconostoc G6PDH, flagging false hits in G6PDH-based assays | AID 1020 | Purified L. mesenteroides G6PDH, diaphorase/resazurin coupled fluorescence, 45 min | actives 0.12% (n = 200,000) | inhibition, % at 5 µM; in the data active = inhibition above about 50%
Numbers without * were called inactive; . = no result given.

no. | smiles | Hsp70 activator | STAT1 act | Efa HMGR inh | FLuc inh counter | FLuc stim CS | APP 5'UTR act | APP transl inh | NF-kB expr up | Redox H2O2 prof | G6PDH CS
1 | O=C(O)CCC(=O)NNc1nc2ccccc2nc1-c1ccccc1 | 0.0 | 106 | -5 | -6 | 1.1 | 8 | -8 | 0.89 | -0.3 | 15
2 | CC(C)Nc1nc2n(c(=O)n1)CCN2C(C)C | -0.7 | 103 | -2 | -5 | 1.1 | 17 | -17 | 1.4 | 4.7 | 1
3 | O=C(Nc1cnn(Cc2ccc(F)cc2)c1)c1cnccn1 | 0.4 | 97 | -2 | 0 | 1 | -3 | 3 | 1.7 | -0.6 | 7
4 | COc1ccccc1NC(=O)N1CCC(c2nnc(SCC(N)=O)n2C)CC1 | -0.1 | 96 | 2 | 0 | 1 | -11 | 11 | 1.1 | 1.7 | 7
5 | COc1ccc(-c2cn3cccc(C)c3n2)cc1Br | 0.2 | 172* | -4 | 57* | 0.4 | 137* | -137 | 4.8* | 0.1 | -3
6 | COC(=O)[C@@H](NC(=O)NC(C)CCc1ccccc1)C(C)C (some centres undefined) | -0.1 | 97 | -1 | -7 | 1.1 | 3 | -3 | 1 | 1.0 | 1
7 | Cc1cc(C)n2c(SCC(=O)NCc3ccco3)nnc2n1 | 0.1 | 95 | -4 | -8 | 1.1 | 5 | -5 | 1.3 | 2.0 | 7
8 | CC(C)(C)n1nnnc1C(c1cccc(C(F)(F)F)c1)N1CCC(O)CC1 (centres undefined) | -0.3 | 92 | -4 | -3 | 1 | -6 | 6 | 1.1 | 0.2 | 6
9 | COc1ccc(/C=N/NC(=O)c2cnccn2)cc1O | 0.1 | 98 | 0 | 40 | 0.6 | 33 | -33 | 1.5 | -0.1 | 5
10 | NC(=O)c1nsc(C(=O)N(CC(=O)NCc2ccco2)c2ccccc2F)c1N | -0.6 | 95 | -9 | -2 | 1 | -2 | 2 | 0.96 | 0.9 | 7
11 | COc1ccc(/C=N/OCC(=O)NCc2cccs2)c(OC)c1 | -0.5 | 108 | -5 | -3 | 1 | 16 | -16 | 1 | 0.6 | 2
12 | CCc1nnc(NC(=O)Cn2ccc(C(F)(F)F)n2)s1 | -0.2 | 92 | 3 | -7 | 1.1 | 11 | -11 | 1.2 | 4.7 | 6
13 | O=S(=O)(NCCn1cccc1)c1ccc2ccccc2c1 | -0.1 | 98 | 0 | -3 | 1 | 2 | -2 | 1.3 | -0.1 | 1
14 | Cc1ccc(C)c(S(=O)(=O)C(C#N)c2nc3ccccc3nc2N2CCCC2)c1 (centres undefined) | -0.4 | 97 | -2 | 0 | 1 | -2 | 2 | 0.46 | 0.3 | 22
15 | O=C(Cn1c2ccccc2c(=O)c2ccccc21)N/N=C/c1cc([N+](=O)[O-])ccc1N1CCCCCC1 | -0.1 | 104 | 4 | -6 | 1.1 | 22 | -22 | 0.97 | -4.3 | -3
16 | COc1cc(NC2c3ccccc3C(=O)N2c2ccc(C)cn2)cc(OC)c1OC (centres undefined) | 0.3 | 124 | 3 | -2 | 1 | 49 | -49 | 1.5 | 0.0 | 14
17 | COc1ccc(C(=O)N2CCc3ccccc32)cc1 | -0.1 | 114 | 6 | 7 | 0.9 | 33 | -33 | 1.9 | 2.0 | -5
18 | Cc1ccc(OCC(=O)N(C)CCc2ccccn2)cc1 | 0.1 | 104 | 1 | -6 | 1.1 | 18 | -18 | 1.2 | -1.4 | 3
19 | COc1ccc(Nc2nnc(C)c3ccccc23)cc1C(N)=O | -0.2 | 103 | -10 | -2 | 1 | 5 | -5 | 0.78 | 0.2 | 4
20 | CCCN1C(=O)CN(C2CCCCCC2)C(=O)C1c1ccc(C)cc1 (centres undefined) | -0.1 | 99 | -9 | -9 | 1.1 | 2 | -2 | 0.85 | 0.2 | 8

Entries of single compounds from above:
Listed for `O=C(Nc1cnn(Cc2ccc(F)cc2)c1)c1cnccn1` = Hsp70 activator: 0.4; STAT1 act: 97; Efa HMGR inh: -2; FLuc inh counter: 0; FLuc stim CS: 1; APP 5'UTR act: -3; APP transl inh: 3; NF-kB expr up: 1.7; Redox H2O2 prof: -0.6; G6PDH CS: 7
Listed for `COc1ccc(/C=N/OCC(=O)NCc2cccs2)c(OC)c1` = Hsp70 activator: -0.5; STAT1 act: 108; Efa HMGR inh: -5; FLuc inh counter: -3; FLuc stim CS: 1; APP 5'UTR act: 16; APP transl inh: -16; NF-kB expr up: 1; Redox H2O2 prof: 0.6; G6PDH CS: 2
Listed for `Cc1ccc(OCC(=O)N(C)CCc2ccccn2)cc1` = Hsp70 activator: 0.1; STAT1 act: 104; Efa HMGR inh: 1; FLuc inh counter: -6; FLuc stim CS: 1.1; APP 5'UTR act: 18; APP transl inh: -18; NF-kB expr up: 1.2; Redox H2O2 prof: -1.4; G6PDH CS: 3

Remaining list, next part
no. | smiles | Hsp70 activator | STAT1 act | Efa HMGR inh | FLuc inh counter | FLuc stim CS | APP 5'UTR act | APP transl inh | NF-kB expr up | Redox H2O2 prof | G6PDH CS
21 | Cc1cc(C)c(OCCCON2C(=O)CCC2=O)c(Br)c1 | -0.2 | 103 | -1 | -4 | 1 | -12 | 12 | 1 | -0.8 | 10
22 | Cc1ccc(C2=Nc3ccc(Br)cc3C(c3ccncc3)=NN2)cc1 | -0.2 | 110 | -5 | -1 | 1 | 16 | -16 | 1.1 | 0.4 | 11
23 | COC(=O)CC1SC(=O)NC1=Nc1ccc(O)cc1 (centres undefined) | -0.3 | 106 | -3 | -4 | 1 | -2 | 2 | 1.3 | -2.8 | 2
24 | COc1ccc(C(C(=O)NCc2ccccc2)N(Cc2ccco2)C(=O)c2cnccn2)cc1 (centres undefined) | 0.0 | 96 | 0 | -6 | 1.1 | 23 | -23 | 0.97 | 0.1 | 6
25 | COc1ccc(CCN=C(N)NS(=O)(=O)c2ccc(C)c(C)c2)cc1 | -0.2 | 98 | -1 | -1 | 1 | 4 | -4 | 0.99 | 0.1 | 5
26 | Cc1cc2nc3c(c(C(F)(F)F)n2n1)CCCC3 | 0.3 | 97 | 1 | -4 | 1 | 8 | -8 | 1.1 | -0.8 | 9
27 | O=C(CCc1nc(-c2ccc(Cl)cc2)no1)OCc1ccc(Br)cc1 | -0.2 | 95 | . | . | . | 6 | -6 | . | -0.6 | .
28 | COc1ccc(NC(=O)C/C(C)=N/NC(=O)C(=O)NC(C)C)c(OC)c1 | -0.3 | 102 | 2 | -4 | 1 | -11 | 11 | 1.3 | -0.3 | 11
29 | C=CCn1c(SCC(=O)NC23CC4CC(CC(C4)C2)C3)nc2cc(C(=O)O)ccc2c1=O | -0.2 | 96 | -4 | -5 | 1 | -5 | 5 | 1.2 | 0.2 | 2
30 | O=C(CCn1cccc1)NCc1ccccc1 | -0.1 | 102 | -6 | -4 | 1 | -4 | 4 | 0.96 | -0.4 | -2
31 | O=C1c2cccc3cccc(c23)C(=O)N1CCN1CCN(CC(O)COc2ccc3ccccc3c2)CC1 (centres undefined) | -0.3 | 90 | -5 | 0 | 1 | 3 | -3 | 0.58 | 0.1 | -23
32 | CCCCOc1ccc(-c2csc(N)n2)cc1[N+](=O)[O-] | 0.2 | 156* | -8 | 30 | 0.7 | 142* | -142 | 5.4* | 0.6 | 5
33 | CCOC(=O)COc1ccc(Br)cc1C1NC(=O)NC(C)=C1C(=O)NCc1ccccc1 (centres undefined) | -0.3 | 95 | 3 | 1 | 1 | -10 | 10 | 1.2 | 0.2 | 14
34 | CCOC(=O)CSc1nnc(-c2ccncc2)o1 | 0.4 | 95 | -1 | 1 | 1 | -4 | 4 | 1.1 | 3.3 | 6
35 | C=CCNc1nc(-c2sc(NC(C)=O)nc2C)cs1 | -0.4 | 123 | -2 | -2 | 1 | 10 | -10 | 1.4 | -0.1 | 11
36 | CCOC(=O)CNC(=S)N(CCCN1CCCCCC1)Cc1cccs1 | -0.2 | 92 | 4 | -5 | 1 | 13 | -13 | . | -1.1 | 3
37 | CC(=O)c1ccc(OCC(O)CN2CCN(CC(O)COc3ccc(C(C)=O)cc3)CC2)cc1 (centres undefined) | 0.2 | 99 | 2 | -3 | 1 | 10 | -10 | 0.35 | 0.6 | 4
38 | Cn1c2c(c(=O)c3ccccc31)CCC(C)(C)O2 | -0.1 | 105 | 3 | -1 | 1 | 5 | -5 | 1.4 | 0.0 | 6
39 | CC(=O)c1c(C)[nH]c(C(=O)OCC(=O)Nc2cc(Cl)ccc2[N+](=O)[O-])c1C | -0.5 | 91 | 1 | 0 | 1 | -41 | 41 | 0.33 | 0.3 | -54
40 | COc1cccc(C(=O)NC(Cc2ccccc2)c2ccc3c(c2)OCCCO3)c1 (centres undefined) | -0.6 | 91 | -7 | -8 | 1.1 | 0 | 0 | 0.73 | 5.2 | 10

no. | smiles | Hsp70 activator | STAT1 act | Efa HMGR inh | FLuc inh counter | FLuc stim CS | APP 5'UTR act | APP transl inh | NF-kB expr up | Redox H2O2 prof | G6PDH CS
41 | C=CCC1c2cccc(C(=O)O)c2C(=O)N1c1cccc(C)c1 (centres undefined) | -0.3 | 99 | 0 | -15 | 1.1 | 18 | -18 | 1.5 | -2.6 | 1
42 | CCC1CCCCN1C(=O)Cn1c(=O)oc2ccccc21 (centres undefined) | 0.1 | 100 | -2 | -5 | 1 | 0 | 0 | 1.1 | -2.4 | 0
43 | COc1ccc(C2=Nn3c(nnc3-c3ccccn3)SC2)cc1OC | 0.1 | 88 | -1 | 3 | 1 | 8 | -8 | 0.61 | 1.5 | 12
44 | Nc1nc(-c2ccc(Cl)cc2)nnc1-c1ccc(Br)cc1 | -0.2 | 165* | -3 | 28 | 0.7 | 194* | -194 | 3.8* | 0.9 | 9
45 | CC1=N/C(=C\c2ccc([N+](=O)[O-])cc2)C(=O)N1c1cc(Cl)ccc1C | -0.3 | 103 | -5 | -3 | 1 | 4 | -4 | 0.89 | 2.1 | 9
46 | CCCCC/C=C\C[C@H](O)/C=C/c1cccc(C[C@H](O)CCCCO)n1 | -0.3 | 95 | -7 | -5 | 1.1 | 1 | -1 | 1.1 | 0.1 | 6
47 | COc1cccc(Nc2ccc(C(=O)O)cc2[N+](=O)[O-])c1 | 0.0 | 102 | -3 | -1 | 1 | 5 | -5 | 1.1 | 0.1 | -5
48 | O=C(Nc1nc2cc3c(cc2s1)OCCO3)c1ccncc1 | -0.3 | 132* | 3 | 76* | 0.2 | 153* | -153 | 3.2 | -0.8 | 8
49 | Cc1ccc(/C=N\Nc2nc3ccc(Cl)cc3[nH]2)o1 | -0.2 | 136* | -9 | 26 | 0.7 | 73 | -73 | 3.7* | 1.9 | 4
50 | Cn1c(=O)c2c(nc(Br)n2CCSc2ncccn2)n(C)c1=O | -0.2 | 99 | -3 | -8 | 1.1 | -30 | 30 | 0.84 | 0.8 | 0
51 | CCCS(=O)(=O)c1nc(S(=O)(=O)c2ccc(C)cc2)c(NCc2ccc3c(c2)OCO3)s1 | 0.0 | 102 | -2 | 6 | 0.9 | -21 | 21 | 0.78 | 0.4 | 17

Compound activity deposited in PubChem BioAssay by several laboratories.
